EZH2 inh: EZH2 (human) methyltransferase inhibition | PRC2 H3K27 methylation, DELFIA TRF, 1 h | inhibition, % at 12.5 µM | hit rate 0.35% among 57,000;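 active = mean inhibition of replicates at least 50% and every single replicate also reaching 50%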;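 also: dimethyl H3K27 on biotinylated H3 21-44 peptide detected by antibody; plate controls were median neutral control wells for no effect and median positive control wells for full effect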
Target sequence (Q15910 whole entry, looked up): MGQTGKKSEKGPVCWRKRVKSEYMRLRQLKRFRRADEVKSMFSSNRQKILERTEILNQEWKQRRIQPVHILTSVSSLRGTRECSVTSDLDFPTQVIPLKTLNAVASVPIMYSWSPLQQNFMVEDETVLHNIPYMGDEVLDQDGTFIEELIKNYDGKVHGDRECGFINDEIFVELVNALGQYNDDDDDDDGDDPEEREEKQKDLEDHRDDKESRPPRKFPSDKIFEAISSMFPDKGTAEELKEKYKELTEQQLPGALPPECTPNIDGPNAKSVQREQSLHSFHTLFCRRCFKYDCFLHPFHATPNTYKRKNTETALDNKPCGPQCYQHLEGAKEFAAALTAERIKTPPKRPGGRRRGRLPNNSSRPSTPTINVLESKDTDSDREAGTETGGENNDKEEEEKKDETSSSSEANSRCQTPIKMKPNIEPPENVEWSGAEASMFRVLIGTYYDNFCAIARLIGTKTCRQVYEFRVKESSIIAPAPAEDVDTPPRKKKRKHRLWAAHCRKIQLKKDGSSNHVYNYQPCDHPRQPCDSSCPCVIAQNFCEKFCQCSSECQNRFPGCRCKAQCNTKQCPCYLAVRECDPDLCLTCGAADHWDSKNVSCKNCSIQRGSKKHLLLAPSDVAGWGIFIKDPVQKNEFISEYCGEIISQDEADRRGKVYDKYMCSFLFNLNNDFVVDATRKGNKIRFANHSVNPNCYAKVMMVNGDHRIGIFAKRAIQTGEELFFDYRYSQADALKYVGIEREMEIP
IDH1 mut inh: IDH1 R132H (human) inhibition | O75874 | IDH1 R132H reductase, diaphorase/resazurin fluorescence, 60 min | inhibition, % at 10 µM | hit rate 0.18% among 70,000 | AID 624101; in the data active = inhibition above about 34%;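 also: 0% = DMSO and 100% = no enzyme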
* hit, by the source's call; nt = no result given. Some of the compounds tested; rates above refer to the full screens.

Each structure is followed by: EZH2 inh | IDH1 mut inh
C[C@@H]1CN([C@@H](C)CO)S(=O)(=O)c2ccc(C#C[C@@H](C)O)cc2O[C@H]1CN(C)C(=O)C1CCC1
    -12 | nt
CO[C@@H]1CN(C)C(=O)c2ccc(NS(=O)(=O)c3cccc(C)c3)cc2OC[C@@H](C)N(C(=O)Cc2cccnc2)C[C@H]1C
    -9 | 0.3
COc1cccc(-c2cn(CC[C@@H]3CC[C@H](NC(=O)CC4CC4)[C@H](CO)O3)nn2)c1
    -12 | -0.2
COC(=O)c1ccccc1NC(=O)COc1ccc(C(C)(C)C)cc1Br
    23 | -0.4
C[C@@H]1CN([C@H](C)CO)C(=O)c2cc(NC(=O)Nc3ccc(C(F)(F)F)cc3)ccc2O[C@@H]1CN(C)C(=O)Nc1ccc(F)cc1
    nt | -1.2
CCCC#Cc1ccc2c(c1)O[C@H](CN(C)C)[C@@H](C)CN([C@H](C)CO)S2(=O)=O
    nt | -1.0
CN(C)CC(=O)Nc1ccc2c(c1)[C@H]1C[C@@H](CC(=O)NCc3ccc(Cl)cc3)O[C@H](CO)[C@H]1O2
    -6 | 0.4
C[C@@H]1CN([C@@H](C)CO)C(=O)Cc2cc(NC(=O)Nc3ccc(C(F)(F)F)cc3)ccc2O[C@H]1CN(C)C(=O)NC1CCCCC1
    nt | 1.9
C[C@H](CO)N1C[C@H](C)[C@@H](CN(C)C(=O)Cc2ccccc2)OCCCC[C@H](C)Oc2ccc(NS(=O)(=O)c3ccccc3)cc2C1=O
    nt | 1.5
COc1ccc(-c2cnc3c(c2)C(=O)N([C@@H](C)CO)C[C@H](C)[C@@H](CN(C)C(=O)Cc2ccccc2)O3)cc1
    nt | -0.5
C[C@H]1CN([C@@H](C)CO)C(=O)c2cc(C#Cc3ccccc3F)cnc2O[C@@H]1CN(C)C(=O)c1ccc2c(c1)OCO2
    3 | nt
O=C(NCC[C@@H]1CC[C@@H](NS(=O)(=O)c2ccc(Cl)cc2)[C@@H](CO)O1)c1ccc2c(c1)OCO2
    -13 | 0.0
CCOC(=O)N1CCN(Cc2nc(N)nc(Nc3ccc(Oc4ccccc4)cc3)n2)CC1
    nt | 0.2
O=C(C[C@H]1C[C@H]2c3cc(NC(=O)c4ccc5c(c4)OCO5)ccc3O[C@H]2[C@H](CO)O1)NCC(F)(F)F
    5 | -0.3
C[C@@H]1CN([C@H](C)CO)C(=O)c2cc(-c3cccnc3)cnc2O[C@H]1CN(C)Cc1ccc(-c2ccccc2)cc1
    -12 | -5.6
O=C(C[C@H]1C=C[C@H](NS(=O)(=O)c2cccc(F)c2)[C@@H](CO)O1)NCc1ccc2c(c1)OCO2
    5 | -0.2
O=S(=O)(NCc1ccccn1)c1ccc(I)cc1
    nt | 2.4
COc1ccc(OC)c(S(=O)(=O)Nc2ccc(C(=O)O)cc2)c1
    8 | -0.1
C[C@@H]1CCCCO[C@H](CN(C)C(=O)Cc2ccccc2)[C@H](C)CN([C@@H](C)CO)C(=O)c2cc(NC(=O)C3CCCCC3)ccc2O1
    nt | -0.1
Cc1ccc(S(=O)(=O)NCC(=O)Nc2ccc(Cl)cc2Cl)cc1
    4 | 0.0
COc1ccc(S(=O)(=O)N[C@@H]2CC[C@H](CC(=O)O)O[C@H]2CO)cc1
    6 | 0.0
O=C(C[C@@H]1CC[C@H](NC(=O)CN2CCOCC2)[C@H](CO)O1)NC1CCCCC1
    -3 | 0.0
CC(C)NC(=O)N(C)C[C@@H]1Oc2c(NC(=O)Nc3ccc(F)cc3)cccc2C(=O)N([C@@H](C)CO)C[C@@H]1C
    nt | 1.0
COc1ccc(S(=O)(=O)N(C)C[C@@H]2Oc3ccc(NS(C)(=O)=O)cc3C(=O)N([C@@H](C)CO)C[C@H]2C)cc1
    nt | -2.6
O=C(N/N=C/c1ccc2c(c1)Cc1ccccc1-2)c1ccccc1O
    -3 | 0.0
CO[C@H]1CN(C)C(=O)c2cc(NC(=O)C3CC3)ccc2OC[C@@H](C)N(Cc2ccncc2)C[C@H]1C
    -6 | 0.0
C[C@H]1CN([C@@H](C)CO)C(=O)c2cccc(NC(=O)Nc3ccc(C(F)(F)F)cc3)c2O[C@@H]1CN(C)C(=O)Nc1ccc(F)cc1
    nt | -0.4
COc1ccc(C(=O)C(C)Oc2cccc(NC(=O)c3cccc([N+](=O)[O-])c3)c2)cc1 (centres undefined)
    -2 | 0.5
Cc1ccccc1-n1nnnc1SCC(=O)Nc1cccc(Cl)c1Cl
    29 | -0.2
C[C@H](CO)N1C[C@H](C)[C@@H](CN(C)S(=O)(=O)c2ccc(F)cc2)Oc2c(NC(=O)Nc3ccccc3)cccc2C1=O
    -7 | nt
C[C@H](CO)N1C[C@H](C)[C@@H](CN(C)Cc2ccccc2)OCc2ccccc2-c2ccccc2C1=O
    -15 | -1.3
COc1ccc(CN(C)C[C@H]2Oc3ccc(NC(=O)NC4CCCCC4)cc3CC(=O)N([C@H](C)CO)C[C@H]2C)cc1
    -9 | -2.0
COc1cccc2cc(-c3nnc(SCC(=O)Nc4cccc(SC)c4)n3C)oc12
    -3 | 0.2
Cc1noc(C)c1NC(=O)N(C)C[C@H]1Oc2ccc(NS(=O)(=O)c3cn(C)cn3)cc2CC(=O)N([C@H](C)CO)C[C@@H]1C
    nt | 0.6
C[C@@H]1CN([C@H](C)CO)C(=O)c2cccc(NC(=O)Nc3ccc(F)cc3)c2O[C@H]1CN(C)CC1CC1
    3 | -0.9
C[C@H](CO)N1C[C@H](C)[C@H](CN(C)Cc2ccc(C(=O)Nc3ccccc3N)cc2)Oc2c(NC(=O)NC3CCCCC3)cccc2C1=O
    -13 | nt
COc1cccc(-c2cnc3c(c2)C(=O)N([C@H](C)CO)C[C@@H](C)[C@@H](CN(C)C(=O)CC2CC2)O3)c1
    -6 | 0.3
O=C(C[C@@H]1C[C@H]2c3cc(NC(=O)C4CCOCC4)ccc3O[C@H]2[C@H](CO)O1)NCC(F)(F)F
    5 | -0.8
CO[C@H](CN(C)C(=O)C1CCOCC1)[C@H](C)CN(C(=O)Nc1ccc(F)cc1)[C@@H](C)CO
    -2 | 0.2
O=C1C[C@@](C(=O)NCCN2CCOCC2)(c2ccc([N+](=O)[O-])cc2)[C@@H](c2ccc(CO)cc2I)N1CC12CC3CC(CC(C3)C1)C2
    -24 | nt
CO[C@@H]1CN(C)C(=O)c2cc(NC(=O)c3nc4ccccc4s3)ccc2OC[C@@H](C)NC[C@@H]1C
    -7 | -0.4
O=C(Nc1ccc2c(c1)[C@@H]1C[C@@H](CC(=O)N3CCCCC3)O[C@H](CO)[C@@H]1O2)NC1CCCC1
    1 | 0.0
Cc1ccc(S(=O)(=O)Nc2ccc3c(c2)CC(=O)N([C@H](C)CO)C[C@@H](C)[C@@H](CN(C)Cc2ccc4c(c2)OCO4)O3)cc1
    0 | 0.7
CC(C)NC(=O)Nc1ccc2c(c1)CC(=O)N([C@H](C)CO)C[C@@H](C)[C@H](CN(C)C(=O)Nc1ccc(C(F)(F)F)cc1)O2
    nt | 0.2
C[C@H](CO)N1C[C@H](C)[C@@H](CN(C)Cc2ccc(C(=O)Nc3ccccc3N)cc2)Oc2ccc(NC(=O)CCN3CCOCC3)cc2CC1=O
    nt | -0.1
COCC(=O)Nc1ccc2c(c1)[C@@H]1C[C@@H](CC(=O)NCc3ccc(Cl)cc3)O[C@@H](CO)[C@@H]1O2
    -11 | -0.1
CO[C@H]1CN(C)C(=O)c2ccc(NC(=O)C3CC3)cc2OC[C@@H](C)N(C(=O)c2ccccc2)C[C@@H]1C
    -12 | -0.1
Cc1ccc(S(=O)(=O)N(C)C[C@H]2Oc3cc(C#CC4CCCC4)ccc3S(=O)(=O)N([C@H](C)CO)C[C@@H]2C)cc1
    -10 | 0.6
C[C@H]1CN([C@@H](C)CO)C(=O)c2cccc(NC(=O)C3CCOCC3)c2O[C@@H]1CN(C)Cc1ccc(Oc2ccccc2)cc1
    6 | -0.1
CC(C)c1cn(CC[C@H]2CC[C@@H](NC(=O)c3cccc(F)c3)[C@H](CO)O2)nn1
    12 | 0.2

Additional records follow.
Each structure is followed by: EZH2 inh | IDH1 mut inh
COc1ccc(CN(C)C[C@@H]2OCCCC[C@@H](C)Oc3ccc(NC(=O)Nc4ccc(OC)cc4)cc3C(=O)N([C@@H](C)CO)C[C@H]2C)cc1
    nt | 0.1
C[C@@H]1CN([C@@H](C)CO)C(=O)c2cc(C#CC3CCCCC3)cnc2O[C@H]1CN(C)C(=O)Nc1ccccc1
    -24 | nt
C[C@@H]1CN([C@@H](C)CO)C(=O)c2cccc(NC(=O)Nc3cccc4ccccc34)c2O[C@H]1CN(C)C(=O)Nc1cccc2ccccc12
    nt | 0.8
CC(C)NC(=O)N(C)C[C@@H]1Oc2c(NC(=O)C3CCCCC3)cccc2C(=O)N([C@H](C)CO)C[C@H]1C
    3 | 0.4
CCCNC(=O)N[C@@H]1CC[C@H](CC(=O)NC2CCCCC2)O[C@H]1CO
    4 | 0.1
O=C(CSc1nnc(-c2ccc(Cl)cc2)o1)Nc1ccccc1
    -8 | 0.1
O=C(CCCCC(=O)N/N=C/c1cccs1)NO
    -39 | nt
C[C@@H]1CN([C@@H](C)CO)C(=O)c2cc(C#CC3CCCC3)cnc2O[C@H]1CN(C)C(=O)c1ccncc1
    3 | nt
O=C(CN1CCOCC1)NCC[C@@H]1CC[C@@H](NC(=O)Cc2ccccn2)[C@H](CO)O1
    4 | -0.3
Cc1ccc(C(C)C)c(OCC(=O)Nc2cccc3ncccc23)c1
    9 | 9.5
Cc1ccccc1-c1cnc2c(c1)C(=O)N([C@H](C)CO)C[C@H](C)[C@@H](CN(C)C(=O)c1ccc(F)cc1)O2
    3 | -2.9
Cc1noc(C)c1S(=O)(=O)N(C)C[C@H]1OCCCC[C@H](C)Oc2ccc(NS(=O)(=O)c3cccs3)cc2C(=O)N([C@H](C)CO)C[C@H]1C
    nt | 0.8
C[C@@H]1CN([C@H](C)CO)C(=O)c2cc(NC(=O)Cn3cnnn3)ccc2O[C@H]1CN(C)C(=O)Nc1ccc(F)cc1
    nt | 1.1
CS(=O)(=O)Nc1ccc2c(c1)[C@@H]1C[C@@H](CC(=O)NCC3CC3)O[C@H](CO)[C@@H]1O2
    2 | -0.2
O=[N+]([O-])c1ccc(NCCCn2ccnc2)nc1
    -9 | 11
CC(C)NC(=O)N(C)C[C@H]1Oc2ccc(NS(=O)(=O)c3cccs3)cc2CC(=O)N([C@H](C)CO)C[C@@H]1C
    nt | -0.2
CN(C)CC(=O)Nc1ccc2c(c1)[C@@H]1C[C@@H](CC(=O)NCc3ccc4c(c3)OCO4)O[C@@H](CO)[C@@H]1O2
    -28 | 0.1
C[C@@H]1CN([C@@H](C)CO)C(=O)Cc2cc(NC(=O)Nc3ccccc3)ccc2O[C@@H]1CN(C)S(=O)(=O)c1cn(C)cn1
    nt | -0.4
C[C@H](CO)N1C[C@H](C)[C@H](CN(C)S(=O)(=O)c2cccs2)OCCCC[C@H](C)Oc2ccc(NC(=O)c3ccncc3)cc2C1=O
    nt | -0.4
C[C@H]1CN([C@@H](C)CO)C(=O)Cc2cc(NC(=O)Nc3cccc4ccccc34)ccc2O[C@H]1CN(C)C(=O)Nc1ccccc1
    -11 | 0.1
C[C@@H]1CN([C@H](C)CO)C(=O)Cc2cc(NC(=O)Nc3ccc(C(F)(F)F)cc3)ccc2O[C@H]1CN(C)C(=O)Nc1ccccc1
    nt | 1.6
O=C(C[C@@H]1CC[C@H](NC(=O)Nc2ccc3c(c2)OCO3)[C@@H](CO)O1)NCc1ccc2c(c1)OCO2
    2 | 0.6
C[C@H](CO)N1C[C@H](C)[C@@H](CN(C)Cc2ccc(Cl)c(Cl)c2)OCc2cnnn2CCCC1=O
    1 | -0.2
C[C@H](CO)N1C[C@H](C)[C@H](CN(C)S(=O)(=O)c2ccccc2F)Oc2cc(C#Cc3ccccc3)ccc2S1(=O)=O
    -5 | -3.0
C[C@H]1CN([C@@H](C)CO)C(=O)Cc2cc(NS(=O)(=O)c3ccccc3)ccc2O[C@@H]1CN(C)S(=O)(=O)c1ccccc1
    nt | -5.8
COC(=O)c1ccc(CSc2nnc(-c3ccccc3)o2)o1
    -3 | 1.1
C[C@H]1CN([C@@H](C)CO)C(=O)c2cc(NC(=O)Cn3cnnn3)ccc2O[C@@H]1CN(C)Cc1ccc2c(c1)OCO2
    nt | -0.4
C[C@H](CO)N1C[C@H](C)[C@H](CN(C)C(=O)C2CC2)Oc2ncc(-c3ccc(C(=O)N(C)C)cc3)cc2C1=O
    20 | 0.1
C[C@H](CO)N1C[C@H](C)[C@@H](CN(C)Cc2ccc(C(F)(F)F)cc2)Oc2c(NC(=O)C3CC3)cccc2C1=O
    nt | 1.7
C[C@@H]1CN([C@@H](C)CO)C(=O)c2cc(C3=CCCCC3)cnc2O[C@@H]1CN(C)C(=O)c1ccccc1
    nt | -0.3

Gathered by group, the compounds so far containing a thiophene ring, fused or not
Each structure is followed by: EZH2 inh | IDH1 mut inh
O=C(CCCCC(=O)N/N=C/c1cccs1)NO
    -39 | nt
Cc1noc(C)c1S(=O)(=O)N(C)C[C@H]1OCCCC[C@H](C)Oc2ccc(NS(=O)(=O)c3cccs3)cc2C(=O)N([C@H](C)CO)C[C@H]1C
    nt | 0.8
CC(C)NC(=O)N(C)C[C@H]1Oc2ccc(NS(=O)(=O)c3cccs3)cc2CC(=O)N([C@H](C)CO)C[C@@H]1C
    nt | -0.2
C[C@H](CO)N1C[C@H](C)[C@H](CN(C)S(=O)(=O)c2cccs2)OCCCC[C@H](C)Oc2ccc(NC(=O)c3ccncc3)cc2C1=O
    nt | -0.4

Compound profiles, from the list above. Order of values: EZH2 inh, IDH1 mut inh
Entry for C[C@@H]1CN([C@H](C)CO)C(=O)c2cc(NC(=O)Cn3cnnn3)ccc2O[C@H]1CN(C)C(=O)Nc1ccc(F)cc1 : nt, 1.1
Entry for COc1ccc(CN(C)C[C@H]2Oc3ccc(NC(=O)NC4CCCCC4)cc3CC(=O)N([C@H](C)CO)C[C@H]2C)cc1 : -9, -2.0

High-throughput results (PubChem)
